High-throughput results as filed in PubChem BioAssay.
SENP1 FRET inh – blocks the human SENP1 SUMO protease catalytic domain; Q9P0U3; recombinant SENP1 catalytic domain, CyPet-SUMO1-YPet FRET cleavage; inhibition, % at 10 µM; 0.21% of 360,000 active; AID 624204;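 active = inhibition at least 30% at 10 µM, raw YFP signal under a set limit, fluorescence ratio 0.5 to 1.5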;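 note: 0% = enzyme with DMSO and 100% = no enzyme wells; some results filed as inactive read as strong as hits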
Target sequence (Q9P0U3 419-644 limits assumed): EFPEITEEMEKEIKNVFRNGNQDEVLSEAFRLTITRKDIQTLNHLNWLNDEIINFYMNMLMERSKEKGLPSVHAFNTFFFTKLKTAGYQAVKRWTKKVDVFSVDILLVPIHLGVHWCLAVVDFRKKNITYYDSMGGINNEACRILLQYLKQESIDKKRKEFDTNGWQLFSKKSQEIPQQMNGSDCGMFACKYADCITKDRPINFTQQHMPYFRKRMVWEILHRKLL
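Controls: no-enzyme wells low, DMSO-plus-enzyme wells high control. Test system: human recombinant His6-tagged SENP1 catalytic domain enzyme. Reagent: SFCypet-SUMO1-SFYpet FRET protein substrate, 25 nM final. Doses: one dose per compound, 10 µM, 0.5% DMSO. Detection: FRET, CFP and YFP emission. Timing: 50 min reaction at room temperature.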
* hit, by the source's call; & = joins results of further samples. Only part of the results is shown. The share of hits here may be higher or lower than overall.

SMILES	SENP1 FRET inh
CC(C)(C)S(=O)N1Cc2cc(C(=O)Nc3ccc(-c4ccccc4)cc3)nc(-c3cccc(-c4cc5ccccc5o4)c3)c2[C@@H]1CCO (stereo not given in full)	-24
O=C(COC(=O)c1cc(=O)[nH]c2ccccc12)Nc1ccc(Cl)c(S(=O)(=O)N2CCOCC2)c1	6
CC/C(C)=C1/NC(=O)NC1=O	3
Cc1nc2ccc(C(=O)Nc3cccc(OCC(=O)N(C)C)c3)cn2c1N(C)CC1CCCCC1	-17
CCN1C(=O)C(C)C=C(C)C=C1C (stereo not given)	0
CC(C)C[C@H](NC(=O)c1[nH]cnc1C(=O)Nc1ccccc1F)C(=O)OC(C)(C)C	2
O=C(NNC1CCN(Cc2ccccc2)CC1)c1ccccc1	-4
Cc1ccc(S(=O)(=O)NN=Cc2ccccc2Cl)cc1	2
COc1ccc2cc(C3=CC(=O)CCC3)ccc2c1	-14
COc1ccc(CC(N)c2csc(Nc3nc(C)cnc3C)n2)cc1 (stereo not given)	-9
Cc1nn(C)c(C)c1N1C(=O)c2cccc3c(N)ccc(c23)C1=O	-27
CC(=O)Nc1cc(-c2ccc(C(=O)N3CCOCC3)cc2)cn2c(-c3cccc(C(F)(F)F)c3)cnc12	-6
Oc1ccc(C[C@H]2CN([C@@H](Cc3ccccc3)CN3CCC[C@@H]3CN3C(=S)NC[C@@H]3Cc3ccccc3)C(=S)N2CC2CCCCC2)cc1	1
CCCCOC(=O)C1=C(C)N(C)C(=O)NC1c1cc2c(cc1Br)OCO2 (stereo not given)	1
C[C@@H]1COc2cc(N3CCN(Cc4ccccc4F)CC3)ccc2S(=O)(=O)N1	-2
CCOC(=O)C1CCCN(C(=O)c2ccc(F)c(C)c2)CC1 (stereo not given)	2
COc1cc(C2c3cc4c(cc3C(O)C3COCC23)OCO4)cc(OC)c1OC (stereo not given)	-5
CCc1nc2c(OCc3ccc(F)c(F)c3)cccn2c1N(C)C(=O)c1ccc(C)cc1	-1
CC1(C(=O)NCc2ccccc2)Cc2c(-c3ccc4c(c3)OCO4)ccnc2O1 (stereo not given)	-1
Cc1cccc(C)c1NC(=O)C1c2ccccc2OCC(=O)N1CCc1ccccc1 (stereo not given)	2

The last 2 records of the part above open the next one.
SMILES	SENP1 FRET inh
CC1(C(=O)NCc2ccccc2)Cc2c(-c3ccc4c(c3)OCO4)ccnc2O1 (stereo not given)	-1
Cc1cccc(C)c1NC(=O)C1c2ccccc2OCC(=O)N1CCc1ccccc1 (stereo not given)	2
CCCCN1C(=O)C(CC(=O)NC2CCCCC2)CC(C(=O)N(C(C)C)C(C)C)=C1C (stereo not given)	-1
COc1ccc(CN2CCC[C@]3(N[C@H](c4ccc(OC)cc4)[C@@H]4C(=O)N(Cc5ccccc5)C(=O)[C@@H]43)C2=O)cc1	2
CCN(C(=O)Cn1cc(C(F)(F)F)ccc1=O)C1CCS(=O)(=O)C1 (stereo not given)	2
COC(=O)[C@]12CCCCC=C1N(Cc1ccc3c(c1)OCO3)C(=O)[C@H](CC(=O)N1CCN(C(=O)c3ccco3)CC1)C2	5
COc1ccc(CNc2ccc(N3CCN(C(C)=O)CC3)cc2)cc1OC	3
O=C(NC1CCN(Cc2ccccc2)CC1)c1[nH]c(C(F)(F)F)nc1-c1ccccc1	1&-2
CC(=O)c1ccccc1NC(=O)COC(=O)C1COc2ccccc2O1 (stereo not given)	5
CNC(=O)C[C@H]1C(=O)N(CCc2ccccc2)C[C@@H]1Cc1ccccc1	1
CC(=Cc1ccccc1)C(=O)c1ccccc1	3
CN(C)c1ccc(C=C2SC(=S)N(Cc3ccco3)C2=O)cc1	-27
CCCCCNC(=O)C(CCc1ccccc1)n1c(=O)c(-c2ccccc2)nc2ccccc21 (stereo not given)	-5
COc1ccc(-c2ccc(C(=O)Nc3cccc(F)c3)c3occc23)c(C)c1	-2
Cc1cccc(C)c1-n1nnnc1C1c2ccccc2C(=O)N1CCOc1ccccc1 (stereo not given)	2
Cc1cccc(C)c1NC(=O)C(c1ccc(-c2ccccc2)cc1)n1c(=O)c(-c2cc3ccccc3[nH]2)nc2ccccc21 (stereo not given)	-19
COCCNc1nc(NC(C)C)nc2ccsc12	1
CN(C)c1ccc(N=Nc2ccc3ncccc3c2)cc1	7
CCOC1=C2CN(S(=O)(=O)c3ccc(C)cc3)[C@@H](c3ccc(CC)cc3)C[C@H]2[C@H]2C(=O)N(c3ccccc3)C(=O)[C@H]2C1	-3
O=C(O)Cc1ccc2c(c1)Cc1cccnc1O2	1
CCCCNC(=O)c1nc(C2CCN(S(=O)(=O)c3ccc(Cl)cc3)CC2)oc1-c1ccccc1	3
O=C(Cc1csc(N2CCOCC2)n1)N/N=C/c1ccc(O)c(O)c1O	-1
Cc1ccc(S(=O)(=O)N2C[C@@H](C)[C@]3(C2)[C@H](O)[C@H](OC(=O)NCc2ccco2)C[C@H]2C(=O)N(c4ccccc4)C(=O)[C@H]23)cc1	1
CCOC1=C2[C@@H](CN(S(=O)(=O)c3ccc(C)cc3)[C@H]2c2cccs2)[C@H]2C(=O)N(c3ccccc3)C(=O)[C@H]2C1	0
CN(N=Cc1ccccc1O)c1ccc2ccccc2n1	3
CCSc1ccc(-c2cc(NC=O)c3ncc(-c4cc(OC)c(OC)c(OC)c4)n3c2)cc1	-6
c1ccc(CNc2nc(NCc3ccccc3)c3sccc3n2)cc1	1
Cc1ccc(OCCN2CCC2(C)C(=O)NCc2cccc3ccccc23)cc1 (stereo not given)	2
COC(=O)[C@]12CCCCC=C1N(CCc1ccc(OC)c(OC)c1)C(=O)[C@H](CC(=O)NCc1ccc(OC)c(OC)c1)C2	3
CC1(C(=O)Nc2cccc3cccnc23)CCN1C(=O)CC1CC1 (stereo not given)	-4
O=C1Nc2ccc3c(c2C1=Cc1cc2c(cc1Br)OCO2)OCO3	-81
COc1ccc(C2CC23N=C(c2ccccc2)OC3=O)cc1 (stereo not given)	3
CCc1nc2c(OCc3ccc(OC)cc3)cccn2c1N(C)C(=O)c1ccncc1	-2
COc1ccc(C(=O)OCC(=O)c2ccco2)cc1[N+](=O)[O-]	1
Cc1cccc(N=C2NC(=O)/C(=C/C=C/c3ccco3)S2)c1	-17
CC(C)c1ccc(S(=O)(=O)N2CCC(C(=O)N3CCN(c4cccc(Cl)c4)CC3)CC2)cc1	1
COc1ccc(-c2cc(C(F)(F)F)nc(SCCC(=O)N3CCN(C)CC3)n2)cc1	4
COc1cccc(C(C(=O)NC2CCCC2)N2CCN(c3cc(C)nc4ccccc34)CC2)c1OC (stereo not given)	2
O=C(C1CC(=O)N(c2ccc3c(c2)OCCO3)C1)N1CCN(S(=O)(=O)c2ccccc2F)CC1 (stereo not given)	-3
O=C(COC(=O)Cc1n[nH]c(=O)c2ccccc12)Nc1c(Br)cc([N+](=O)[O-])cc1Br	2
C=CCNc1nc2c(c(=O)[nH]c(=O)n2C)n1Cc1cccc(C)c1	1
CCOC(=O)c1c(C)[nH]c(C(=O)OCC(=O)NCc2ccco2)c1C	0
Cc1cccc(C)c1NC(=O)C1(C)CSCC(=O)N1CC(C)C (stereo not given)	5
CCCCCCCCNc1ncnc2[nH]ncc12	1
CCC(C)c1ccc(S(=O)(=O)N2CCN(C(=O)CN3C(=O)NC(C)(C4CC4)C3=O)CC2)cc1 (stereo not given)	3
CCCCn1nnnc1C(c1cc2ccccc2o1)N1CCN(CC(=O)N2CCCC2)CC1 (stereo not given)	-2
COc1ccc(CN2C(=O)CN(S(C)(=O)=O)CC2(C)C(=O)NC(C)C)cc1OC (stereo not given)	0
N#CC1=C(N)Oc2ccc3ccccc3c2C1c1cccnc1 (stereo not given)	-5
CN1CCN(C(c2ccccc2)c2nnnn2C(C)(C)C)CC1 (stereo not given)	3
CSc1ccc(Cn2c(C)c(C(=O)NCc3ccc4c(c3)OCCO4)sc2=O)cc1	1
COCCNC(=O)C1(C)CCCN(C(=O)c2c(-c3ccccc3)noc2C)C1 (stereo not given)	0
C/C(=N\NC(=O)c1cc(-c2cccc([N+](=O)[O-])c2)n[nH]1)c1ccccc1O	-42
CCOC(=O)C1=CCC(c2ccccc2)N(S(=O)(=O)c2ccc(C)cc2)[C@H]1CC (stereo not given in full)	1
O=S1(=O)CC(c2ccccc2)=NN=C(c2ccccc2)C1	3
O=C(c1ccoc1)N1CCN(c2cc(-c3ccccc3)nc3cc(-c4ccc(Br)cc4)nn23)CC1	1
CCOC(=O)C1=CCN(S(=O)(=O)c2ccc(Cl)cc2)C1c1ccccc1 (stereo not given)	1
CN(C)/C(=C\C(=O)c1ccccc1)C(=O)c1ccccc1	2
Cc1ccc(NC(=O)CN(C)C(=O)Cc2coc3cc(C)c(C)cc23)cc1	-1
COc1cc(Cl)ccc1OC1(C)CCN(Cc2ccc(-c3ccccn3)cc2)C1 (stereo not given)	2
COC[C@@H]1CCCN1c1ccc2c(c1)O[C@@H](COCc1ccccc1)CN([C@H](C)c1ccccc1)S2(=O)=O	3
CN1CCN(Cc2nc3ccccc3c(=O)n2Cc2nc(-c3ccccc3F)cs2)CC1	-10
CCC(C)NC(=O)CSc1nc2cc3c(cc2c(=O)n1Cc1ccco1)OCO3 (stereo not given)	0

Further results follow.
SMILES	SENP1 FRET inh
OC[C@@H]1CN(Cc2ccc3c(c2)OCO3)C[C@H](n2cnc3c(NC4CC4)ncnc32)O1	-1
CSc1ncccc1C(=O)N1CCCC(Nc2ccc(F)c(F)c2)C1 (stereo not given)	1
CCOC(=O)c1c(C)[nH]c(C2=NNC(=Nc3ccc(OCC)cc3)SC2)c1C	-8
Cc1cc(F)ccc1C(O)c1ncc(-c2ccccc2F)[nH]1 (stereo not given)	1
CCc1nnc(NC(=O)CSc2nc(-c3ccc(F)cc3)cc(-c3ccccc3)c2C#N)s1	-6
COC(=O)c1cn(C)c2ccc(S(=O)(=O)N3CCCCC3)cc2c1=O	0
CCCCNC(=O)c1ccc(Cc2cn(C)c3ccccc23)nc1	3
C=CCn1cccc(/C=C/C(=O)c2ccc(C(C)(C)C)cc2)c1=S	-10
C[C@H](CO)N1C[C@H](C)[C@@H](CN(C)S(=O)(=O)c2cccc(C#N)c2)OCc2cnnn2CCCC1=O	2
COc1ccc(/C=N/Nc2nc3ccccc3s2)cc1O	1
c1cncc(CN2CCN(c3cc(-c4cnc5ccccc5c4)nc4ccnn34)CC2)c1	-10
Cc1ccc(S(=O)(=O)N2CC3C(=O)C[C@@H](c4ccccc4)N(S(=O)(=O)c4ccc(CCCOCCOCCNC(=O)OC(C)(C)C)cc4)C3CC2c2ccccc2)cc1 (stereo not given in full)	-6
CCOC(=O)C1CC(c2ccccc2)=NN1c1ccccc1 (stereo not given)	-71
O=C(NC1CCCC1)C1C(c2ccc(C(F)(F)F)cc2)=Nc2ccccc2N1C(=O)c1cccc(C(F)(F)F)c1 (stereo not given)	2
COc1ccc(S(=O)(=O)N2CCC[C@@H]2C(=O)N2CCC[C@H]2C(=O)NCc2ccncc2)cc1C	2
COc1ccc(NC(=O)c2ccccc2S(=O)c2ccccc2C#N)cc1 (stereo not given)	2
O=[N+]([O-])c1ccc(/C=C/C2=NN(c3ccccc3)C(c3ccco3)C2)cc1 (stereo not given)	38
Cc1ccc(CNC(=O)[C@H]2O[C@@H](n3ccc(N)nc3=O)[C@H](O)[C@@H]2O)o1	2
O=C(OCC1CCNCC1)c1ccc(F)cc1	1
CCCC(=O)Nc1cccc(NC(=O)Cc2ccc(Cl)cc2)c1	2
COc1cccc(-c2cnc(C(O)c3cc(C)c(OC)c(C)c3)[nH]2)c1 (stereo not given)	0
CC1CCCN(S(=O)(=O)c2ccc3[nH]c(=O)cc(C(=O)NCCCN4CCCCCC4)c3c2)C1 (stereo not given)	-12
Cc1cc(C)c2cc(CN(CCO)Cc3nnnn3Cc3ccc(F)cc3)c(=O)[nH]c2c1	-1
O=C(NCC[C@H]1CC[C@@H](NC(=O)C2CCOCC2)[C@@H](CO)O1)Nc1ccc(Cl)cc1	2
Nc1cc(=O)[nH]c2ncnn12	-3
COC(=O)C(C(=O)OC)C1CCCCC1NS(=O)(=O)c1ccc(C)cc1 (stereo not given)	5

Of the compounds above, these contain an NH in an aromatic ring:
SMILES	SENP1 FRET inh
O=C(COC(=O)c1cc(=O)[nH]c2ccccc12)Nc1ccc(Cl)c(S(=O)(=O)N2CCOCC2)c1	6
CC(C)C[C@H](NC(=O)c1[nH]cnc1C(=O)Nc1ccccc1F)C(=O)OC(C)(C)C	2
O=C(NC1CCN(Cc2ccccc2)CC1)c1[nH]c(C(F)(F)F)nc1-c1ccccc1	1&-2
Cc1cccc(C)c1NC(=O)C(c1ccc(-c2ccccc2)cc1)n1c(=O)c(-c2cc3ccccc3[nH]2)nc2ccccc21 (stereo not given)	-19
O=C(COC(=O)Cc1n[nH]c(=O)c2ccccc12)Nc1c(Br)cc([N+](=O)[O-])cc1Br	2
C=CCNc1nc2c(c(=O)[nH]c(=O)n2C)n1Cc1cccc(C)c1	1
CCOC(=O)c1c(C)[nH]c(C(=O)OCC(=O)NCc2ccco2)c1C	0
CCCCCCCCNc1ncnc2[nH]ncc12	1
C/C(=N\NC(=O)c1cc(-c2cccc([N+](=O)[O-])c2)n[nH]1)c1ccccc1O	-42
CCOC(=O)c1c(C)[nH]c(C2=NNC(=Nc3ccc(OCC)cc3)SC2)c1C	-8
Cc1cc(F)ccc1C(O)c1ncc(-c2ccccc2F)[nH]1 (stereo not given)	1
COc1cccc(-c2cnc(C(O)c3cc(C)c(OC)c(C)c3)[nH]2)c1 (stereo not given)	0
CC1CCCN(S(=O)(=O)c2ccc3[nH]c(=O)cc(C(=O)NCCCN4CCCCCC4)c3c2)C1 (stereo not given)	-12
Cc1cc(C)c2cc(CN(CCO)Cc3nnnn3Cc3ccc(F)cc3)c(=O)[nH]c2c1	-1
Nc1cc(=O)[nH]c2ncnn12	-3
